Assay outcomes: PubChem, National Center for Advancing Translational Sciences (NCATS)
DT40 TDP1 CPT – qHTS for Inhibitors of human tyrosyl-DNA phosphodiesterase 1 (TDP1): qHTS in cells in presence of CPT; chicken DT40 Tdp1-/-;hTDP1 cells + 20 nM CPT, ATP luminescence, 48 h; Potency, µM (series often up to 46.2 µM), for inactives: at the top dose activity change, negative = growth inhibition, actives largely listed as inhibitors; actives 12% (n = 420,000); also: nearly all actives have a fitted effect of over 55% in size
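Chicken DT40 Tdp1-/- cells stably complemented with human TDP1 were seeded at 400 cells/well in medium containing 20 nM camptothecin, exposed to pin-transferred compounds, and grown at 37 °C for at least 48 hr. Viability was read as ATP luminescence.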
DT40 TDP1 no CPT – qHTS for Inhibitors of human tyrosyl-DNA phosphodiesterase 1 (TDP1): qHTS in cells in absence of CPT. Potency, µM (top dose mostly 46.2 µM), for the others: at the highest dose activity change, negative = growth inhibition, most hits filed as inhibitors. DT40 Tdp1-/- hTDP1 cells, no CPT, ATP luminescence, 48 h. actives 15% (n = 420,000); also: nearly all actives have a fitted effect of over 55% in size
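Camptothecin absent (DMSO only). Human TDP1-complemented DT40 knockout cells, 400 cells/well, 37 °C for minimum 48 hr; ATP measured via CellTiter-Glo, 30 min dark incubation, luminescence.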
KAT2A inh – qHTS Assay for Inhibitors of GCN5L2. Histone acetyltransferase KAT2A (Homo sapiens), Q92830. GCN5L2 HAT assay, ThioGlo1 CoA-SH fluorescence. Potency, µM (titrated, usually from 58.9 µM), inactives show at the top dose activity change, negative = inhibition, most hits filed as inhibitors. actives 0.21% (n = 390,000). AID 504327, 2011
Target sequence (Q92830 whole entry, looked up): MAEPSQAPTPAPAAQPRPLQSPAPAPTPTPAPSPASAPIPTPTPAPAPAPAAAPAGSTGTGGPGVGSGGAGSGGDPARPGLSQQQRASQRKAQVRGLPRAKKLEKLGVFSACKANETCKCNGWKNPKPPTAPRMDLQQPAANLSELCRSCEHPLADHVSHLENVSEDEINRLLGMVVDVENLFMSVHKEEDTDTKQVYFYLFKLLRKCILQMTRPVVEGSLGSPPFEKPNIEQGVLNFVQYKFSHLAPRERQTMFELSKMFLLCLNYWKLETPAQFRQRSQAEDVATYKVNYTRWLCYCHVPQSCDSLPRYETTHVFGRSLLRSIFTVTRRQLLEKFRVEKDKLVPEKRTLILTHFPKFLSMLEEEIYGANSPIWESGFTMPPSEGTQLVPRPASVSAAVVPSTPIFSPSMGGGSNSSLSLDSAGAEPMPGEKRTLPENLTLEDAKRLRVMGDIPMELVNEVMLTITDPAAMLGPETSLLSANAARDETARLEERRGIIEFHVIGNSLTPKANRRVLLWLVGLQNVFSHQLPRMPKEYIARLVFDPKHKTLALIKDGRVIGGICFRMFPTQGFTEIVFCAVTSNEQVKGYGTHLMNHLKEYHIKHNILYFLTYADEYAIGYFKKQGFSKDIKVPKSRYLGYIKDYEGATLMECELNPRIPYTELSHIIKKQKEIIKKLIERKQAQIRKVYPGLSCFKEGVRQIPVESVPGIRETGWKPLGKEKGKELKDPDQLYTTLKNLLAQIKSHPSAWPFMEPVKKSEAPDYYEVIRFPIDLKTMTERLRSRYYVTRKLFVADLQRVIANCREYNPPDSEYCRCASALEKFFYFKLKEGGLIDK
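GCN5L2 (20nM final) in 50mM HEPES, 0.1mM EDTA pH 7.5, 0.01% Tween-20 was preincubated 15 min at room temperature with compound, then given ThioGlo1 (50uM), H3(1-25) peptide (75uM) and acetyl-CoA (70uM); CoA-thiol fluorescence (Ex340/Em540) was read at 0 and 20 min.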
An asterisk follows results filed as active; ? = inconclusive; . = not tested or not shown. Calls follow the shape of the dose curve; as a rule, active = well fitted curve in the direction sought with a large enough effect; inconclusive = small, poorly fitted or top-dose-only effect, or another doubt; inactive = no such curve, though single readings can be large; an effect the other way counts as inactive or inconclusive. % is scaled to controls: 0 for no effect and ±100 for the full control effect; potency is read from the fitted curve at half-maximal effect.

SMILES	DT40 TDP1 CPT	DT40 TDP1 no CPT	KAT2A inh
COc1cccc(-c2nc(N(C)C)c3ccccc3n2)c1	3%	?	?
COc1ccccc1/C=N\N=C(\N)c1ccccn1	-5%	-1%	-2%
CC(NC(=O)C(NS(=O)(=O)c1cccc2nsnc12)C(C)C)c1ccccc1 (centres undefined)	7%	1%	-8%
Cc1c(CC(=O)O)c(=O)oc2cc(OCc3ccc(F)cc3Cl)ccc12	-1%	29%	21%
Cc1ccc(C(=O)c2ccccc2C(=O)Nc2ccccc2)cc1	?	?	3%
Cc1ccc2nc(-c3ccncc3)cc(C(=O)Nc3ccc(F)cc3C)c2c1	-6%	-12%	-1%
Cc1c(C2(O)CCCCC2)[nH]c2cnccc12	-14%	-16%	1%
CSc1sc(C(=O)NNC(=O)c2ccc(Cl)cc2)c2c1C=CCC2	-28%	-20%	-5%
O=C1c2ccccc2C(=O)N1c1ccc(S(=O)(=O)N2CCOCC2)cc1	-2%	3%	.
COc1ccc(C(=O)/C=C/Nc2cc(C)on2)c(OC)c1	?	-15%	-8%
Cc1ccc(C(=O)CSc2nc(-c3ccccc3)nc3c2CCCC3)cc1	-3%	-13%	-5%
Cc1cc(=O)[nH]c(-c2ccccc2)n1	-14%	-1%	-6%
CS(=O)(=O)Cc1cc(N2CCCC2)nc(-c2ccccc2)n1	5%	5%	-6%
C/C(=N\NC(=O)CC(C)C)c1ccc(Cl)c(Cl)c1	-23%	-19%	-1%
Cn1nccc1C(=O)NCc1ccc2c(c1)CCN2C(=O)c1ccccc1	-1%	-21%	-6%
Cc1ccc(C)c(N2CCN(C3C(=O)Nc4ccccc4-n4nnnc43)CC2)c1 (centres undefined)	21µM*	16µM*	.
C=CCn1c(SCc2ccccc2F)nc2cc(C(=O)O)ccc2c1=O	1%	8%	-2%
Cc1ccc(C)c(C(=O)CCC(=O)N2CCN(c3cccc(C(F)(F)F)c3)CC2)c1	15µM*	12µM*	-12%
CC(=O)NCCOc1nc(N(C)C)nc(N2CCOCC2)n1	-1%	6%	-9%
O=C(NC(=S)Nc1ccccc1[N+](=O)[O-])c1ccccc1	-2%	-21%	-14%
C[C@@H]1CN([C@H](C)CO)C(=O)c2cc(C#CC3CCCCC3)cnc2O[C@H]1CN(C)Cc1cccnc1	?	?	.
Cc1ccc(NC(=O)COC(=O)C2(c3ccc(Cl)cc3)CCCC2)cc1	23µM*	23µM*	-9%
Cc1cc(C(C)(C)C)ccc1NC(=O)CC(C)(C)CC(=O)O	-11%	-26%	2%
C[C@@H]1OC(Nc2ccc(N=Nc3ccccc3)cc2)[C@H](O)[C@H](O)[C@H]1O (some centres undefined)	-2%	?	-5%
O=C1/C(=C/c2cccnc2)SC(=NCc2ccccc2)N1Cc1ccccc1	0%	-13%	-4%

3 entries out of the list, arranged by heavy-atom count, largest number first:
SMILES	DT40 TDP1 CPT	DT40 TDP1 no CPT	KAT2A inh
Cc1ccc(C)c(C(=O)CCC(=O)N2CCN(c3cccc(C(F)(F)F)c3)CC2)c1	15µM*	12µM*	-12%
COc1ccc(C(=O)/C=C/Nc2cc(C)on2)c(OC)c1	?	-15%	-8%
COc1ccccc1/C=N\N=C(\N)c1ccccn1	-5%	-1%	-2%

The list continues.
SMILES	DT40 TDP1 CPT	DT40 TDP1 no CPT	KAT2A inh
c1csc(-c2nc(N3CCCCC3)no2)c1	?	-23%	-9%
Cc1cc(O)c(C(c2ccccc2Cl)N2CCCCC2)c(=O)n1Cc1ccco1 (centres undefined)	-2%	4%	-11%
COn1c2c(c3c4no[n+]([O-])c4ccc31)CCCC2	1%	-8%	-11%
CCCCC1(C)OC(=O)C(=Cc2ccc(SC)cc2)C(=O)O1 (centres undefined)	3%	6%	-9%
O=C(Nc1ccc(F)cc1F)C1CCN(c2ncnc3c2sc2cccc(F)c23)CC1	6.5µM*	16µM*	?
O=C(Cc1c(F)cccc1Cl)Nc1cc(S(=O)(=O)N2CCOCC2)ccc1N1CCCC1	-19%	-17%	-6%
COCCNC(=O)c1cc2cc3ccc(OC)cc3nc2o1	-4%	7%	?
COc1cccc(NC(=O)CN(C)C(=O)c2cn(-c3ccccc3)nc2-c2cccnc2)c1	?	?	3%
CC(c1ccccc1F)n1cc(C(=O)NCCCc2nc3ccccc3[nH]2)nn1 (centres undefined)	4%	-15%	-5%
O=C(NC1CCN(Cc2ccccc2)C1)c1cccc(S(=O)(=O)N2CCOCC2)c1 (centres undefined)	-33%	-20%	-2%
COc1ccc(OC)c(NC(=O)COc2ccc(Br)cc2)c1	-20%	-30%	3%
COc1cccc(-c2n[nH]nc2C2=CC(=O)C[C@H](c3ccc(F)cc3)C2)c1	?	?	.
Nc1c(C(=O)C2CC2)sc2nc3c(cc12)CCC3	0%	0%	-1%
COCCC(=O)N1CCC(Oc2ccc(C(=O)N3C[C@H]4CC[C@H]3C4)cc2)CC1	13%	-16%	-9%
C/C=C/COC(=O)C1=C(C)NC(=O)NC1c1ccc2c(c1)OCO2 (centres undefined)	-20%	-8%	-6%
O=C(CCS(=O)(=O)c1ccc(Cl)cc1)Oc1ccc2c(c1)OCO2	?	?	-1%
Cc1ccc(NC(=O)COc2coc(CN3CCc4ccccc4C3)cc2=O)c(C)c1	?	?	-4%
COc1cccc(N(CC(=O)NC2CCCCC2)C(=O)c2snc(C(N)=O)c2N)c1	10%	-26%	-7%
COc1ccc(-c2cc(C(F)(F)F)c(C#N)c(SCC(=O)Nc3nc(C)co3)n2)cc1	?	?	-1%
CN(C)C(=S)NC(=O)C12CC3CC(C)(CC(C)(C3)C1)C2	?	?	-5%
CCCCN1CN(Cc2ccccc2)CNC1=S	18µM*	?	24%
N#CCC(=O)N/N=C\c1ccccc1OC/C=C/c1ccccc1	5.8µM*	4.1µM*	-7%
O=C(N/N=C1/SCC(=O)N1Cc1ccco1)c1ccccc1F	2%	-5%	8%
Cc1ccc(-n2ncc3c(N4CCCC(C)C4)ncnc32)c(C)c1 (centres undefined)	8.2µM*	7.3µM*	1%
Cc1ccc(NC(=S)Nc2ccc(C(C)C)cc2)cc1S(=O)(=O)N1CCCCCC1	23µM*	16µM*	-15%
Cc1cc(C)n(-c2ccc(Cl)c(C(=O)OCC(=O)N3CCCCC3C)n2)n1 (centres undefined)	-25%	?	1%
COc1ccc(CC(=O)OC(C)C(=O)Nc2ccc(S(N)(=O)=O)cc2)cc1 (centres undefined)	2%	-15%	3%
CCCCCCn1c(-c2cccs2)n[nH]c1=S	1%	-22%	-16%
COc1cccc(NC(=O)CN(C)C(=O)c2cc(C3CC3)nn2-c2ccccc2)c1	-11%	-5%	-5%
Cn1c(=O)c2cc(NC(=O)Cc3cccc4ccccc34)ccc2n1-c1ccccc1	16µM*	21µM*	.

For reference, 23 of the compounds above:
SMILES	DT40 TDP1 CPT	DT40 TDP1 no CPT	KAT2A inh
COc1cccc(NC(=O)CN(C)C(=O)c2cn(-c3ccccc3)nc2-c2cccnc2)c1	?	?	3%
CC(c1ccccc1F)n1cc(C(=O)NCCCc2nc3ccccc3[nH]2)nn1 (centres undefined)	4%	-15%	-5%
O=C(NC1CCN(Cc2ccccc2)C1)c1cccc(S(=O)(=O)N2CCOCC2)c1 (centres undefined)	-33%	-20%	-2%
COc1ccc(OC)c(NC(=O)COc2ccc(Br)cc2)c1	-20%	-30%	3%
COc1cccc(-c2n[nH]nc2C2=CC(=O)C[C@H](c3ccc(F)cc3)C2)c1	?	?	.
Nc1c(C(=O)C2CC2)sc2nc3c(cc12)CCC3	0%	0%	-1%
COCCC(=O)N1CCC(Oc2ccc(C(=O)N3C[C@H]4CC[C@H]3C4)cc2)CC1	13%	-16%	-9%
C/C=C/COC(=O)C1=C(C)NC(=O)NC1c1ccc2c(c1)OCO2 (centres undefined)	-20%	-8%	-6%
O=C(CCS(=O)(=O)c1ccc(Cl)cc1)Oc1ccc2c(c1)OCO2	?	?	-1%
Cc1ccc(NC(=O)COc2coc(CN3CCc4ccccc4C3)cc2=O)c(C)c1	?	?	-4%
COc1cccc(N(CC(=O)NC2CCCCC2)C(=O)c2snc(C(N)=O)c2N)c1	10%	-26%	-7%
COc1ccc(-c2cc(C(F)(F)F)c(C#N)c(SCC(=O)Nc3nc(C)co3)n2)cc1	?	?	-1%
CN(C)C(=S)NC(=O)C12CC3CC(C)(CC(C)(C3)C1)C2	?	?	-5%
CCCCN1CN(Cc2ccccc2)CNC1=S	18µM*	?	24%
N#CCC(=O)N/N=C\c1ccccc1OC/C=C/c1ccccc1	5.8µM*	4.1µM*	-7%
O=C(N/N=C1/SCC(=O)N1Cc1ccco1)c1ccccc1F	2%	-5%	8%
Cc1ccc(-n2ncc3c(N4CCCC(C)C4)ncnc32)c(C)c1 (centres undefined)	8.2µM*	7.3µM*	1%
Cc1ccc(NC(=S)Nc2ccc(C(C)C)cc2)cc1S(=O)(=O)N1CCCCCC1	23µM*	16µM*	-15%
Cc1cc(C)n(-c2ccc(Cl)c(C(=O)OCC(=O)N3CCCCC3C)n2)n1 (centres undefined)	-25%	?	1%
COc1ccc(CC(=O)OC(C)C(=O)Nc2ccc(S(N)(=O)=O)cc2)cc1 (centres undefined)	2%	-15%	3%
CCCCCCn1c(-c2cccs2)n[nH]c1=S	1%	-22%	-16%
COc1cccc(NC(=O)CN(C)C(=O)c2cc(C3CC3)nn2-c2ccccc2)c1	-11%	-5%	-5%
Cn1c(=O)c2cc(NC(=O)Cc3cccc4ccccc34)ccc2n1-c1ccccc1	16µM*	21µM*	.

This is a subset; the hit share may differ from the screen's.
